Screens as filed in PubChem BioAssay.
IMPase inh: IMPase inhibition in cells; P97697; CHO-M1 cells, IP1 accumulation, HTRF TR-FRET ratio; inhibition (IP1 accumulation), % at 46.1 µM; 120,000 tested, under 10 active; active means well fitted curve in the direction sought with a large enough effect in the signal ratio, not every such curve was filed as active; inconclusive means small, poorly fitted or top-dose-only effect, or a change in a side signal; inactive means no such curve, though single readings can be large or run the other way; the % refers to the signal ratio;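 further: cells stimulated with carbachol in lithium chloride buffer; plate controls were DMSO basal wells for no effect and reference inhibitor wells for full effect; higher means more IMPase inhibition seen as more IP1 and lower FRET ratio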
Target sequence (P97697 whole entry, looked up): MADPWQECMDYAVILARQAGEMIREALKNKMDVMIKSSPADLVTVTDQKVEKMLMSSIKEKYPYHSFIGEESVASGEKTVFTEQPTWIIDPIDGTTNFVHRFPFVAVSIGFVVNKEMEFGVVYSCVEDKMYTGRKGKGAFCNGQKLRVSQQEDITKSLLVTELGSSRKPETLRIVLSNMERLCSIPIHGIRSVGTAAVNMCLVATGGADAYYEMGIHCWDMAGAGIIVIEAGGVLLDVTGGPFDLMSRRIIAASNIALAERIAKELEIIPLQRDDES
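The IP-One HTRF competitive assay in carbachol-stimulated CHO-M1 cells quantifies cellular IP1. Compounds spanned up to 46 uM final, and activity is expressed as AC50 from concentration-response fits of the ratio and donor data.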
PNC assembly inh: blocks assembly of the perinucleolar compartment. PC3M PTB-GFP, PNC prevalence imaging, 16 h; hits give low values. activity change (PNC), negative = inhibition, % at 10 µM. 140,000 tested, 3.1% active. AID 2417;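 active means readout at or below -70, meaning at least 70% loss of cells showing the perinucleolar compartment, a nuclear body marking cancer cells; inconclusive means readout between -30 and a set limit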;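 further: plate controls were DMSO wells for no effect and camptothecin positive control wells for full effect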
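Compounds are pinned in duplicate onto adhered PC3M cells stably expressing GFP-tagged PTB and incubated 16 h at 37 C. Cells are then fixed, nuclei stained with Hoechst, and PNC-positive cells counted.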
ALOX12 inhib: 12-hLO (ALOX12) enzyme inhibition | AID 1452 | P18054 | purified 12-hLO, xylenol orange hydroperoxide absorbance | Potency, µM (highest dose often 57.1 µM), for inactives: at the top dose activity change, negative = inhibition, most hits filed as inhibitors | 150,000 tested, 0.12% active; further: potency means the concentration at half of the fitted maximal effect; nearly all actives have a fitted effect of over 55% in size; many of its hits are not listed in these tables
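Purified human 12hLO (150 nM), preincubated 15 min with compound, then 40 uM arachidonic acid for 30 min, room temperature, Hepes pH 7.0 with 0.01% Triton X-100. Hydroperoxide detected by ferrous iron/xylenol orange; 573/405 nm absorbance ratio gives reaction progress.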
ALOX15B inhib: 15-hLO-2 (ALOX15B) enzyme inhibition | O15296 | purified 15hLO-2, xylenol orange hydroperoxide absorbance | Potency, µM (highest dose often 57.1 µM), inactives show at the top dose activity change, negative = inhibition, usual class: inhibitors | 110,000 tested, 0.56% active; further: potency means the concentration at half of the fitted maximal effect; nearly all actives have a fitted effect of over 60% in size; many of its hits are not listed in these tables
Target sequence (O15296 whole entry, looked up): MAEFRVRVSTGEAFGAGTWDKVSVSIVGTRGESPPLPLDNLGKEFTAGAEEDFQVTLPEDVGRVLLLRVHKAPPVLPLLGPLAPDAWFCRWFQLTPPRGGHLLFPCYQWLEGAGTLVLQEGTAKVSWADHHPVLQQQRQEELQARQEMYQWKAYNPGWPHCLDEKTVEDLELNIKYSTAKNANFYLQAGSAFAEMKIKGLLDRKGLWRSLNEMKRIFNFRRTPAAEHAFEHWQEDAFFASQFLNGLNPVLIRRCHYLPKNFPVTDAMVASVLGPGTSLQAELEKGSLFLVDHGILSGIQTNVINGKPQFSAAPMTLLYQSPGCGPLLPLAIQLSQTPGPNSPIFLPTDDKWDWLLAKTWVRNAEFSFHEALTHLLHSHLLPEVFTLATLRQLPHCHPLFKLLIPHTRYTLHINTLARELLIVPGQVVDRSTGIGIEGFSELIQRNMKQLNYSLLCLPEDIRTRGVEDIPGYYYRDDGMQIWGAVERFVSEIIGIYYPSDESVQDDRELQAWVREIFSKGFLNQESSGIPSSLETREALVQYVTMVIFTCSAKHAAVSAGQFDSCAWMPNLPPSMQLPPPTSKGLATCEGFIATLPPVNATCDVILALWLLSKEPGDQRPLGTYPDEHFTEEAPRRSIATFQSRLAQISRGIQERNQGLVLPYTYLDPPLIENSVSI
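Purified human 15hLO-2 (50 nM final) preincubated with compounds 15 min at room temperature in 25 mM Hepes pH 7.5, 0.01% Triton X-100, then 45 uM arachidonic acid added for 90 min; hydroperoxide detected via ferrous/xylenol orange, 573/405 nm absorbance ratio.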
Numbers without * were called inactive; ? = inconclusive; . = no result given; [ ] = remark or other dose. Unless noted, the call rests on the fitted dose curve; in most records, active means well fitted curve in the direction sought with a large enough effect; inconclusive means small, poorly fitted or top-dose-only effect, or another doubt; inactive means no such curve, though single readings can be large; an effect the other way counts as inactive or inconclusive. Unless noted, on the % scale 0 is the no-effect control and ±100 the full control effect. This is a subset, so the mix of outcomes need not match the whole.

Order of values: IMPase inh	PNC assembly inh	ALOX12 inhib	ALOX15B inhib
CCCOCC1CC(CCc2nc(=S)[nH][nH]2)C(=O)O1 (stereo not given)
→ .	-7.7	-0.6%	.
O=C1C2=C(NC(=S)NC2c2ccc(Cl)cc2)NC(c2ccc(Cl)cc2)N1c1ccc(Cl)cc1 (stereo not given)
→ 5.8	59.3	?	-5.2%
CCN(CC)S(=O)(=O)c1cc(C(=O)OC)ccc1Cl
→ 13.1	-20.2	-6.6%	1.8%
CCN(CC)c1ccc2cc(NC(=O)CCC(=O)O)c(=O)oc2c1
→ -17.8	24.3	-3.8%	8.3%[2.29 µM]
CCCn1c(=O)c(-c2ccccc2)c(O)c2ccccc21
→ -16.7	20.1	2.3%	1.9%
CCCCCSc1nnc(C)c(=O)[nH]1
→ 3.7	8.6	3.9%	-3.0%
Cc1ccc(NC(=O)c2ccc(C(C)(C)C)cc2)cc1[N+](=O)[O-]
→ .	16.0	0.9%	.
COc1cccc(NC(=O)CCC(=O)NCc2ccco2)c1
→ -2.1	26.0	1.1%	1.1%
Cc1noc(C)c1S(=O)(=O)N1CCC(C(=O)N2CCC(C)CC2)CC1
→ ?	-10.5	-6.5%	-4.6%
COc1ccccc1NC(NC(=O)c1ccco1)C(=O)c1ccccc1 (stereo not given)
→ 8.2	16.8	-2.8%	10.4%
CN(CC(=O)O)CC(=O)O
→ .	.	1.5%[11.4 µM]	-2.3%[11.4 µM]
Oc1c(/C=N/Nc2cccc3cccnc23)ccc2ccccc12
→ .	?	-9.8%	.
FC(F)(F)c1ccc(Sc2nnc(-c3cccs3)n2CC2CCCO2)nc1 (stereo not given)
→ -1.5	-26.1	-1.1%	-2.2%
N#C/C(=C\c1cn(CCOc2ccccc2)c2ccccc12)C(=O)NCc1cccs1
→ .	?	-0.5%	.
CN(C)CCN(C(=O)/C=C/c1cccs1)c1nc2ccc(F)cc2s1
→ 1.0	?	-2.4%	.
CCCC[C@@H]1C[C@H]1C(NC(=O)c1cccs1)c1ccc(-c2ccccc2)cc1 (stereo not given in full)
→ .	.	-1.8%	-6.6%
CCC(C)NC(=O)CN(c1cc(C)ccc1OC)S(C)(=O)=O (stereo not given)
→ 0.6	10.4	-0.6%	3.0%
N#CC(C#N)=C/C(C#N)=C(/N)N1CCN(c2ccc(Cl)cc2)CC1
→ 4.1	90.7	3.6%	-3.6%
O=C(N/C(=C\c1ccccc1)C(=O)N1CCN(CCO)CC1)c1ccccc1
→ .	-12.2	3.2%	.
CCCOc1ccc(C2=NNC(c3cccs3)=Nc3ccc(OC)cc32)cc1
→ 8.4	?	-3.2%	.
COC(=O)C1C(c2ccccc2)C(C(=O)N2CCOCC2)C1c1ccccc1 (stereo not given)
→ 6.6	-23.1	5.2%	2.1%
O=C(NNS(=O)(=O)c1ccc2ccccc2c1)c1cc(-c2ccccn2)nc2ccccc12
→ .	-16.0	0.0%	.
COc1ccc(OCCOc2ccc(C)nc2[N+](=O)[O-])cc1
→ .	-10.8	-1.9%	.
Cc1ccc(CN2C(=O)C(C)(C)Oc3ccc(C(=O)N4CCCCC4)cc32)cc1
→ 2.2	-0.3	-7.7%	-10.0%
COc1ccc2cc(C3(C)NC(=O)N(CC(=O)Nc4c(C)n(C)n(-c5ccccc5)c4=O)C3=O)ccc2c1 (stereo not given)
→ ?	?	-1.4%	.
COc1ccc(N2C(=O)CC(NCc3cccs3)C2=O)cc1 (stereo not given)
→ 0.6	?	0.4%	2.3%
CCc1cccc2c(C(=O)CSc3nncn3-c3ccccc3OC)c[nH]c12
→ -4.6	-12.8	19.6%	.
CN(CCCNC(=O)c1cccc(N2CCCC2=O)c1)c1ccccc1
→ 1.3	7.9	6.2%	.
O=C(COc1cccnc1[N+](=O)[O-])NC1CCS(=O)(=O)C1 (stereo not given)
→ .	?	3.0%	.
CC(=O)N/N=C/c1cc(C)n(-c2ccc(Br)cc2)c1C
→ .	-13.5	-1.4%	.
CCCCNC(=S)N/N=C1\CCCCc2ccccc21
→ .	11.6	-26.3%	.
Cc1csc(NC(=O)CCNS(=O)(=O)c2ccc3c(c2)c(=O)n(C)c(=O)n3C)n1
→ 0.9	0.2	0.6%	-12.5%
CCOC(=O)c1sc(C)c2c1NC(c1ccc(Cl)cc1)NC2=O (stereo not given)
→ -0.2	?	-6.3%	-5.1%
COc1ccc(C2CC(c3cccs3)=NN2C(=O)COC(=O)c2cc3ccccc3cc2O)cc1OC (stereo not given)
→ .	-16.9	3.9%	.
Cc1nc2c(C)cccn2c1/C(O)=C1\C(=O)C(=O)N(CCN2CCOCC2)C1c1cccs1 (stereo not given)
→ -7.0	53.3	-8.4%	-6.1%
N#C/C(=C\c1ccc(-c2ccccc2)o1)C(=O)Nn1cnnc1
→ 6.6	51.6	-12.4%	.
COc1ccc(NC(=O)C(NC(C)=O)C(=O)NCc2ccc(F)cc2)cc1 (stereo not given)
→ 0.5	64.4	3.8%	-21.4%
CC(C)N=C(NC#N)SCc1ccccc1F
→ -1.4	-21.5	1.3%	1.2%
CC(=O)CSc1nc(C(F)(F)F)cc(=O)n1-c1ccccc1
→ ?	24.5	4.7%	2.5%
CCc1ccc(NC(=S)N2CCN(c3cccc(C(F)(F)F)c3)CC2)cc1
→ 3.1	83.9	-2.4%	.
O=C(c1cc(-c2cccc(O)c2)on1)N1CCCCC1
→ 8.9	?	-1.2%	-2.4%
CCCCCCCCCCCCCCCC(=O)NC[C@@H](COP(=O)([O-])OCC[N+](C)(C)C)OCC
→ 9.0	.	17.8%	-21.0%
Cc1ccc(-c2nn(-c3ccccc3)cc2CN(Cc2ccccc2)C(=O)c2ccco2)o1
→ 14.4	?	-13.1%	-22.7%
O=C(CSc1nc2ccccc2s1)NNC(=S)Nc1ccc(Cl)cc1
→ -9.4	2.8	-5.8%	.
CNc1oc(C)nc1S(=O)(=O)c1ccccc1
→ -1.0	?	-1.3%	-9.9%

Five of these compounds, set out differently.
compound	IMPase inh	PNC assembly inh	ALOX12 inhib	ALOX15B inhib
CCOC(=O)c1sc(C)c2c1NC(c1ccc(Cl)cc1)NC2=O (stereo not given)	-0.2	?	-6.3%	-5.1%
COc1ccc(C2CC(c3cccs3)=NN2C(=O)COC(=O)c2cc3ccccc3cc2O)cc1OC (stereo not given)	.	-16.9	3.9%	.
Cc1nc2c(C)cccn2c1/C(O)=C1\C(=O)C(=O)N(CCN2CCOCC2)C1c1cccs1 (stereo not given)	-7.0	53.3	-8.4%	-6.1%
N#C/C(=C\c1ccc(-c2ccccc2)o1)C(=O)Nn1cnnc1	6.6	51.6	-12.4%	.
COc1ccc(NC(=O)C(NC(C)=O)C(=O)NCc2ccc(F)cc2)cc1 (stereo not given)	0.5	64.4	3.8%	-21.4%

Following part
Order of values: IMPase inh	PNC assembly inh	ALOX12 inhib	ALOX15B inhib
COc1cc(-c2nnc3sc(Cc4ccccc4)nn23)cc(OC)c1OC
→ 10.2	21.6	-15.1%	-26.5%
C=CCC1(O)CC(c2ccco2)NC(c2ccco2)C1CCC (stereo not given)
→ 4.0	54.5	-2.6%	-16.1%
O=C(NCc1cccnc1)c1cc(Sc2ccc(F)cc2F)nc2ccccc12
→ 15.1	?	-0.1%	.
COc1ccc(N2CC(C(=O)OCC(=O)c3cccc(OC)c3)CC2=O)cc1 (stereo not given)
→ -3.7	40.9	-6.6%	-5.2%
CCOC(=O)c1ccc(N2CC(O)=C(c3nc4ccccc4c(=O)[nH]3)C2=N)cc1
→ -2.5	-22.4	-3.4%	-9.0%
Cc1ccnc(NC(=O)CSc2cc(=O)n(C)c3ccccc23)c1
→ -4.4	?	-0.7%	2.1%
CCOc1cc2c3c(c1)C1(OCCO1)C(=O)N3C(C)(C)CC2C (stereo not given)
→ 6.3	68.0	4.3%	-4.4%
CCCC(=O)NC(C)c1nc2ccccc2n1CC (stereo not given)
→ 5.0	26.0	2.9%	3.7%
CC(C)c1ccc(-c2nn(-c3ccccc3)cc2C2C(C#N)=C(N)OC3=C2C(=O)CC(C)(C)C3)cc1 (stereo not given)
→ 1.3	-13.2	-11.5%	-20.9%
COc1ccc(C(c2nnnn2Cc2ccc(F)cc2)N2CCN(c3ccccc3)CC2)cc1 (stereo not given)
→ 8.1	48.9	-1.9%	2.2%
CCOc1ccccc1NC(=O)Nc1c(C)n(-c2ccccc2)c(=O)n1C
→ 13.5	51.6	5.9%	.
O=c1c2ccccc2nc2n1C(CSCc1ccc(Cl)cc1Cl)CS2 (stereo not given)
→ 5.8	-13.7	-5.6%	-4.7%
CC(C)c1cc(C(=O)N2CCN(C(c3ccccc3)c3ccccc3)CC2)no1
→ .	32.3	-0.4%	.
Cc1ccc(S(=O)(=O)N(C)Cc2ccc(C(=O)N/N=C/c3ccc(OC(F)F)cc3OC(F)F)cc2)cc1
→ .	?	-2.1%	.
Cc1ccc(/C=C2\C(=O)Nc3ccccc32)o1
→ 6.4	-8.4	?	.

Complete entries, quoted from the list. Order of values: IMPase inh	PNC assembly inh	ALOX12 inhib	ALOX15B inhib
`CC(C)c1ccc(-c2nn(-c3ccccc3)cc2C2C(C#N)=C(N)OC3=C2C(=O)CC(C)(C)C3)cc1` (stereo not given) is listed as 1.3	-13.2	-11.5%	-20.9%
`CCOC(=O)c1ccc(N2CC(O)=C(c3nc4ccccc4c(=O)[nH]3)C2=N)cc1` is listed as -2.5	-22.4	-3.4%	-9.0%
`Cc1ccc(S(=O)(=O)N(C)Cc2ccc(C(=O)N/N=C/c3ccc(OC(F)F)cc3OC(F)F)cc2)cc1` is listed as .	?	-2.1%	.
`Cc1ccc(/C=C2\C(=O)Nc3ccccc32)o1` is listed as 6.4	-8.4	?	.

New compounds follow.
Order of values: IMPase inh	PNC assembly inh	ALOX12 inhib	ALOX15B inhib
O=C(Nc1ccc(Br)cc1)c1cccc(S(=O)(=O)Nc2cnc3ccccc3c2)c1
→ .	-19.2	-13.3%	.
COc1ccc(OC)c(C2=NOC(C(=O)Nc3ccccc3SC)C2)c1 (stereo not given)
→ 8.3	9.4	-2.8%	-7.2%
CC(C)CN1CCC2(CC1)CCN(C(=O)c1cccc(F)c1)CC2
→ .	.	-5.3%	1.1%
Cc1ccc(NCc2nnc(SCC(=O)N3CCc4ccccc43)n2C)cc1
→ 11.5	-12.1	-7.2%	5.0%
CC(C)NC(=O)N1CCCC2(CCN(C(=O)c3csnn3)CC2)C1
→ .	.	3.8%	11.6%
Cc1ccc2c(c1)cc1c(=O)[nH]ncn12
→ 4.6	69.8	7.0%	.
CCOc1ccc(NC2=NC(C(=O)NCc3ccccc3)CC(=O)N2)cc1 (stereo not given)
→ -0.4	-15.9	0.9%	-0.9%
Cc1ccsc1C(=O)N/N=C/c1ccc([N+](=O)[O-])cc1
→ .	-4.4	8.6%	.
Cc1cccc(NS(=O)(=O)c2c(C)n[nH]c2C)c1
→ 9.9	?	0.9%	5.1%
Cc1ccc(C)c(S(=O)(=O)N2CCCOC2CNC(=O)C(=O)NCCCn2ccnc2)c1 (stereo not given)
→ .	?	0.6%	.
C=CCn1c(-c2ccc(S(=O)(=O)N3CCOCC3)cc2)csc1=Nc1ccccc1
→ 1.3	45.7	-6.9%	1.1%
COCCNC(C)C(=O)C12CC3CC(CC(C3)C1)C2 (stereo not given)
→ 3.0	?	1.3%	1.7%
O=C(N/N=C/c1cc(Br)c(Br)o1)C(O)c1ccccc1 (stereo not given)
→ .	39.6	-1.0%	.
S=C(NC1CCCCC1)N1CCc2ccccc2C1
→ .	-8.9	-9.9%	.
